A-T KAP1 phos = candidate therapy for ataxia-telangiectasia; Potency, µM (highest dose often 57.5 µM), for the others: top-dose activation, actives largely listed as activators; hit rate 0.19% among 320,000; AID 485349; […] A-T fibroblasts, KAP-1 phosphorylation AlphaLISA; neocarzinostatin DNA damage 30 min before lysis; note: potency is the fitted concentration of half-maximal effect; % of control where 0% means no effect; nearly all actives have a fitted effect of over 45% in size
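ATM-like activity read as KAP-1 phosphorylation via AlphaLISA donor/acceptor antibody pairs after lysis and 6 hr at 25C. Cells were ATM-null patient fibroblasts ([…], hTERT), dosed 60 min, then exposed to the DSB inducer NCS for 30 min.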
Integrin act MD = activates integrin-mediated alleviation for muscular dystrophy; alpha7betagal myoblasts, beta-gal FDG fluorescence, 48 h; Potency, µM (series often up to 38.3 µM), for the others: at the top dose activation, hits mostly activators; hit rate 0.064% among 350,000;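 note: potency is the fitted concentration of half-maximal effect; 100% = response of the positive control SU9516; nearly all actives have a fitted effect of over 60% in size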
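Alpha7betagal+/- myoblasts (passage 13) were plated 16-24 hr, then exposed to compounds (1:260 dilution of DMSO stock) for 48 hours at 37C. After MPER lysis, β-galactosidase reporter activity was read as FDG fluorescence (ex 480/em 540) after 30 minutes.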
TSHR antagonist = antagonists of human thyroid stimulating hormone receptor. AID 504810. TSHR-expressing cells, TSH-stimulated cAMP HTRF, 2 h; stronger effect = lower value. hit rate 0.2% among 330,000. P16473. activity change, negative = inhibition, % at 11.5 µM;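 active = activity change below a set negative limit, meaning inhibition stronger than a set level, cut at about -70% in these data; inconclusive = activity change between two set negative limits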; note: % is set by controls: 0 for no effect and ±100 for the full control effect
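Competitive HTRF cAMP read-out (cryptate anti-cAMP antibody, cAMP-d2; 30 min, room temperature) in freshly harvested TSHR cells. Compounds added before TSH at EC80 (4nM final), followed by 2 hours' incubation at 37 deg C.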
Mito fusion act = blocks mitochondrial division or promotes mitochondrial fusion; S. cerevisiae fusion-defective mutant growth rescue, CellTiterGlo 48 h; Potency, µM (titrated, usually from 46.1 µM), for inactives: at the top dose growth rescue (activation), most hits filed as activators; hit rate 0.23% among 320,000;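 note: potency is the fitted concentration of half-maximal effect; % of control where 0% means no effect; nearly all actives have a fitted effect of over 45% in size; temperature-sensitive fusion mutants such as fzo1-1 at 37 °C on non-fermentable ethanol glycerol medium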
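Yeast fusion mutant, YPEG (non-fermentable carbon), compound, 48 h at 37C non-permissive; CellTiterGlo added, 10 min RT, luminescence read. Rescued growth = division inhibition.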
MBNL1-CUG inh = blocks human MBNL1 binding to CUG repeat RNA. AID 2675. TR-FRET MBNL1-His/biotin-(CUG)12 binding, 665/545 ratio. Q9NR56. hit rate 0.036% among 280,000. Potency, µM (titrated, usually from 57.5 µM), inactives show at the highest dose activity change, negative = inhibition, most hits filed as inhibitors; active = well fitted inhibition curve with a large enough effect in the signal ratio, with a control signal flat, not every such curve was filed as active; inconclusive = small, poorly fitted or top-dose-only effect, or effect the other way, or a change in a side signal; inactive = no such curve, though single readings can be large or run the other way; the % refers to the signal ratio; note: potency is the fitted concentration of half-maximal effect; % is set by controls: 0 for no effect and ±100 for the full control effect
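His-tagged MBNL1 binding to biotinylated (CUG)12 RNA was measured by TR-FRET using terbium anti-His antibody (0.055 ng/ul final) and streptavidin-XL665 (5 nM final). Compounds were titrated 92 nM to 58 uM; 60 min at room temperature.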
S-ASM inh = inhibitors of human secretory acid sphingomyelinase; P17405; placental ASM, HMU-PC fluorogenic substrate, 60 min; Potency, µM (series often up to 57.5 µM), without a hit: top-dose activity change, negative = inhibition, hits mostly inhibitors; hit rate 0.006% among 340,000; note: potency is the fitted concentration of half-maximal effect
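qHTS format. ASM enzyme prepared from human placenta hydrolyses the fluorogenic substrate HMU-PC0 (9 uM final) over 60 min at 37 °C after a 10 min compound preincubation.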
TCR activator = activates T cell receptor signaling; primary human leukocytes, anti-CD3, IL-2 HTRF, 48 h; Potency, µM (titrated, usually from 9.22 µM), inactives show at the highest dose activation of IL-2 secretion, usual class: activators; 330,000 tested, under 10 active; AID 504894; note: % of control where 0% means no effect
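Primary human leukocytes incubated 48 hr with anti-CD3 beads plus compound, without co-stimulation. Secreted IL-2 measured by HTRF (europium cryptate/d2 anti-IL-2 pair, 320 nm excitation, 665 nm emission).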
Menin-MLL TR inh = inhibitors of human menin-MLL interaction, mutant MLL peptide | Potency, µM (titrated, usually from 61.6 µM), for the others: top-dose FP activity change, negative = inhibition, most hits filed as inhibitors | O00255 | Menin + Texas Red MLL mutant peptide, fluorescence polarization | hit rate 0.23% among 270,000; active = well fitted inhibition curve with a large enough effect in the polarisation, with a control signal flat, not every such curve was filed as active; inconclusive = small, poorly fitted or top-dose-only effect, or effect the other way, or a change in a side signal; inactive = no such curve, though single readings can be large or run the other way; the % refers to the polarisation; note: potency is the fitted concentration of half-maximal effect; % of control where 0% means no effect; many of its hits are not listed in these tables
Target sequence (O00255 whole entry, looked up): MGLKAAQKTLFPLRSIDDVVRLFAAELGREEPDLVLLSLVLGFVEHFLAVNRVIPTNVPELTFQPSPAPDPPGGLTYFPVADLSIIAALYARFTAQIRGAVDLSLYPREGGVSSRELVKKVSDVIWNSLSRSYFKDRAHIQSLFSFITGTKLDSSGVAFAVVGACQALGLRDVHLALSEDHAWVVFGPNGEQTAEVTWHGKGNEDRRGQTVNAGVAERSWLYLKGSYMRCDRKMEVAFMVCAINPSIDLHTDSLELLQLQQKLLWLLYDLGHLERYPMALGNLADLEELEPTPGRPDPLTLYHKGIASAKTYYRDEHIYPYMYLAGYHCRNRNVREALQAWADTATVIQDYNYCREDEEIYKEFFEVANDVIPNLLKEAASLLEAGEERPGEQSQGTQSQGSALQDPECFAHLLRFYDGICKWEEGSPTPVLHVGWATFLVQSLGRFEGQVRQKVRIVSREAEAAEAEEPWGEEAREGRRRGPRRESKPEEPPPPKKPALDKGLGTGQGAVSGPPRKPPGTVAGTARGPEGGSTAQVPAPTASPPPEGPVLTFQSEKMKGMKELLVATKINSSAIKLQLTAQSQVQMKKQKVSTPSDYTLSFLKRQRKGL
TSG101-PTAP inh = blocks PTAP/TSG101 interaction to inhibit HIV-1 budding; Q99816; Potency, µM (top dose mostly 115 µM), for the others: top-dose activity change, negative = inhibition, hits mostly inhibitors; Fluorescence polarization, FITC-PTAP peptide / Tsg101 binding; 340,000 tested, under 10 active; active = well fitted inhibition curve with a large enough effect in the main read-out, with a control signal flat, not every such curve was filed as active; inconclusive = small, poorly fitted or top-dose-only effect, or effect the other way, or a change in a side signal; inactive = no such curve, though single readings can be large or run the other way; note: potency is the fitted concentration of half-maximal effect; % of control where 0% means no effect
Target sequence (Q99816 whole entry, looked up): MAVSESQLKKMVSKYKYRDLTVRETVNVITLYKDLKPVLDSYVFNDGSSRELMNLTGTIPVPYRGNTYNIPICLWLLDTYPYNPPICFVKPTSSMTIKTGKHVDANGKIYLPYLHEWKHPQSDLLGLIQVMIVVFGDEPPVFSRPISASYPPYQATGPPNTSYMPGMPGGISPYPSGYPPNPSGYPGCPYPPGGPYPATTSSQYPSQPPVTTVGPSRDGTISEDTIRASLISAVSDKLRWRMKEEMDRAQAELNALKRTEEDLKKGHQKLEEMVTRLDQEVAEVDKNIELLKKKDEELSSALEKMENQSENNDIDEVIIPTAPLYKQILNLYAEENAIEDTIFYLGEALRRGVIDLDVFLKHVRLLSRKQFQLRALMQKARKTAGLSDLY
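Fluorescence anisotropy tracks displacement of a FITC-tagged PTAP peptide (50 nM) from the Tsg101 binding domain (10 uM), following a 20 min room-temperature incubation at pH 7.5.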
MLL CXXC-DNA inh = MLL CXXC-DNA interaction inhibition; Q03164; MLL-CXXC / FITC-HOXA9 DNA fluorescence polarization; Potency, µM (top dose mostly 115 µM), inactives show at the highest dose activity change, negative = inhibition, most hits filed as inhibitors; hit rate 0.037% among 290,000; active = well fitted inhibition curve with a large enough effect in the polarisation, with a control signal flat, not every such curve was filed as active; inconclusive = small, poorly fitted or top-dose-only effect, or effect the other way, or a change in a side signal; inactive = no such curve, though single readings can be large or run the other way; the % refers to the polarisation; note: potency is the fitted concentration of half-maximal effect
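Steps: dispense CXXC domain solution (7 uM) → pin compounds or unlabeled HOX-A9 DNA control → 5 min ambient → add FLSN-HOX-A9 solution (50 nM) → spin → 30 min ambient → fluorescence polarization. Tris pH 7.5/NaCl/DTT/BSA buffer.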
An asterisk follows results filed as active; ? = inconclusive; · = not tested or not shown; [ ] = dose if it differs, or a comment. Unless noted, calls come from the whole dose curve; as a rule, active = well fitted curve in the direction sought with a large enough effect; inconclusive = small, poorly fitted or top-dose-only effect, or another doubt; inactive = no such curve, though single readings can be large; an effect the other way counts as inactive or inconclusive. This is a subset, so the mix of outcomes need not match the whole.

The opening three records, ahead of the listing:
SMILES	A-T KAP1 phos	Integrin act MD	TSHR antagonist	Mito fusion act	MBNL1-CUG inh	S-ASM inh	TCR activator	Menin-MLL TR inh	TSG101-PTAP inh	MLL CXXC-DNA inh
CCCc1cc(=O)oc2cc(C)cc(OC(C)C(=O)NCc3ccccn3)c12 (centres undefined)	3%	?	-2	6%	-5%	1%	11%	·	-5%	8%
CCCC(=O)C1=C(N(C)c2ccccc2)CC(C)(C)CC1=O	2%	?	8	1%	-4%	-1%	-5%	1%	-3%	0%
CCc1cc(Cn2nc(-c3ccccc3)cc2C(=O)NCc2ccc(C)cc2)on1	11%	-39%	-5	5%	·	-7%	8%	·	-2%	·

Results, previewed entries included:
SMILES	A-T KAP1 phos	Integrin act MD	TSHR antagonist	Mito fusion act	MBNL1-CUG inh	S-ASM inh	TCR activator	Menin-MLL TR inh	TSG101-PTAP inh	MLL CXXC-DNA inh
CCCc1cc(=O)oc2cc(C)cc(OC(C)C(=O)NCc3ccccn3)c12 (centres undefined)	3%	?	-2	6%	-5%	1%	11%	·	-5%	8%
CCCC(=O)C1=C(N(C)c2ccccc2)CC(C)(C)CC1=O	2%	?	8	1%	-4%	-1%	-5%	1%	-3%	0%
CCc1cc(Cn2nc(-c3ccccc3)cc2C(=O)NCc2ccc(C)cc2)on1	11%	-39%	-5	5%	·	-7%	8%	·	-2%	·
O=C(NC1CCCCC1)N(Cc1ccccc1)Cc1ccco1	·	2%	·	18%	-5%	3%	-3%	-12%	-6%	-1%
O=C(c1ccc(Cl)c(Cl)c1)N1CCCC1	-2%	12%	6	-1%	0%	-2%	-1%	-7%	-1%	3%
O=C1C2CCCN2C(=O)N1CCCN1CCN(c2cccc(Cl)c2)CC1 (centres undefined)	11%	-9%	4	3%	-13%	-1%	-1%[46.1 µM]	-14%	-1%	12%
O=C(NCC(=O)N1CCN(S(=O)(=O)c2ccccc2F)CC1)c1ccc(Br)o1	15%	9%	-3	1%	2%	·	2%	·	1%	1%
CC(C)CC(c1nnnn1C(C)C)N1CCN(c2ccccc2)CC1 (centres undefined)	-1%	-5%	-11	11%	-3%	0%	2%	-2%	-6%	-8%
COc1ccc(C(=O)NNC(=O)CSc2ccccc2)cc1	2%	19%	-2	0%	-3%	-4%	8%	3%	0%	-1%
COc1ccc(CN(C)C(=O)CNC(=O)CNC(=O)c2ccc(Cl)cc2Cl)cc1F	8%	-21%	3	-3%	-6%	3%	-2%	-2%	-2%	0%
COc1cc2c(=O)n(CCCN3CCOCC3)c(=S)[nH]c2c(OC)c1OC	4%	-20%	-2	1%	8%	2%	1%	-1%	-8%	-7%
Fc1cccc(NC(=S)NNc2c3ccccc3nc3ccccc23)c1	-6%	-49%[inhibitor]	13	3%	?	74%[activator]	-66%	?	-5%	-6%
O=C(NC1CCS(=O)(=O)C1)C12CC3CC(CC(C3)C1)C2 (centres undefined)	2%	6%	-7	-1%	-5%	7%	1%	1%	-6%	3%
O=C(c1ccccc1)N1CCCC(c2nc3c(nnn3Cc3ccccc3)c(=O)[nH]2)C1 (centres undefined)	-13%	-8%	-8	-6%	-6%	3%	·	-14%	·	26%
C=CCOC(=O)C1=C(C)NC2(O)c3ccccc3C(=O)C12O (centres undefined)	0%	-14%	1	-3%	2%	0%	4%	-23%	-2%	2%
COc1ccccc1C(=O)NCC(=O)NCc1cc(=O)n(C)c(=O)n1C	-4%	?	-5	1%	-2%	-2%	-2%	10%	-6%	1%
O=C(NC12CC3CC(CC(C3)C1)C2)c1cc2nc(-c3ccco3)cc(C(F)(F)F)n2n1	·	-44%	8	5%	7%	328%[activator]	0%	0%	2%	-1%
CCOC(=O)/C=C/C(=O)N1CCc2ccccc21	-7%	-35%	-5	-8%	0%	0%	-2%	-9%	-6%	2%
CC(C)(C)OC(=O)C[C@@H]1C/C=C\C[C@@H](CC(=O)NCCO)C(=O)NCCOC1=O	-3%	0%	9	·	·	-8%	-5%	·	2%	·
N=C1C(=O)OCC1c1ccccc1NC(=O)c1ccccc1 (centres undefined)	-4%	-30%	4	-3%	10%	1%	1%	7%	-1%	5%
CC(=O)OC1OCCOC1NC(=S)Nc1cccc(C(F)(F)F)c1 (centres undefined)	12%	-27%	5	-9%	-3%	5%	-2%	3%	-3%	-6%
CC1CCN(S(=O)(=O)c2ccc(C(=O)Nc3nnc(-c4ccccn4)o3)cc2)CC1	-2%	-15%	-1	6%	-10%	-2%	·	2%	-4%	12%
COc1ccc(CNC(=O)COC(=O)C2CCN(S(=O)(=O)c3ccccc3C(F)(F)F)CC2)cc1	-3%	-23%	18	-5%	·	-3%	6%	-5%	0%	6%
CCS(=O)(=O)N1CCN(c2nc(-c3ccccc3)cs2)CC1	1%	1%[7.66 µM]	-3	-9%	4%	-10%	-1%	34%[activator]	-10%	4%
CN1CCc2nc3ccccc3c(C(=O)OCC(=O)N(CCC#N)c3ccccc3)c2C1	2%	?	2	1%	7%	4%	-7%	-13%	0%	3%

Continuation.
SMILES	A-T KAP1 phos	Integrin act MD	TSHR antagonist	Mito fusion act	MBNL1-CUG inh	S-ASM inh	TCR activator	Menin-MLL TR inh	TSG101-PTAP inh	MLL CXXC-DNA inh
C/C(=N\NC(=O)CCc1c[nH]c2ccccc12)c1cccc([N+](=O)[O-])c1	6%	-15%	-22	1%	?	0%	2%[46.1 µM]	?	0%	?
CCN(CC)C(C)C#CCC(c1ccccc1)c1ccccc1 (centres undefined)	0%	·	-16	2%	-5%	·	·	·	·	3%
CC1c2c([nH]c3ccccc23)CCC1C(=O)O (centres undefined)	1%	-2%	-6	0%	-13%	-1%	-2%[46.1 µM]	2%	-2%	-3%
CCOc1cc(CNc2ccc(S(N)(=O)=O)cc2)cc(Cl)c1OC	13%	-3%	-3	-2%	4%	-10%	-2%[46.1 µM]	9%	-5%	-1%
COc1ccc(CCN2C(=O)CC(N3CCOCC3)C2=O)cc1 (centres undefined)	-1%	27%	6	3%	-9%	-1%	-1%[46.1 µM]	11%	-6%	3%
CCOC(=O)c1cc(NC(=O)C2C3CCC(O3)C2C(=O)O)cc(C(=O)OCC)c1 (centres undefined)	4%	-16%	7	3%	0%	6%	·	13%	·	-11%
Cc1ccc2oc(C(=O)Nc3ccc(S(=O)(=O)Nc4onc(C)c4C)cc3)cc(=O)c2c1	-1%	11%	7	-4%	?	7%	-1%	·	-3%	3%
CC(C)CN1CCN(Cc2c[nH]c3ccccc23)CC1CCO (centres undefined)	12%	-45%[inhibitor]	1	-1%	-5%	4%	2%	-3%	1%	17%
COc1ccc(-c2nnc(SCC(=O)Nc3ccc(Cl)cc3)n2C)cc1	0%	-22%	-14	-2%	-20%	0%	-7%[46.1 µM]	24%	-6%	1%
COc1ccc(N(CC(=O)NC2CCCC2)C(=O)CCC(=O)Nc2cc(C)on2)cc1OC	0%	25%	25	1%	-4%	1%	-5%	-7%	-2%	2%
COc1ccc(N(Cc2cc3ccccc3[nH]c2=O)S(=O)(=O)c2ccc(OC)cc2)cc1	17%	-18%	0	-1%	1%	-4%	-3%	·	-1%	10%

6 neighbouring compounds already listed, for reference:
SMILES	A-T KAP1 phos	Integrin act MD	TSHR antagonist	Mito fusion act	MBNL1-CUG inh	S-ASM inh	TCR activator	Menin-MLL TR inh	TSG101-PTAP inh	MLL CXXC-DNA inh
CC1c2c([nH]c3ccccc23)CCC1C(=O)O (centres undefined)	1%	-2%	-6	0%	-13%	-1%	-2%[46.1 µM]	2%	-2%	-3%
CCOc1cc(CNc2ccc(S(N)(=O)=O)cc2)cc(Cl)c1OC	13%	-3%	-3	-2%	4%	-10%	-2%[46.1 µM]	9%	-5%	-1%
COc1ccc(CCN2C(=O)CC(N3CCOCC3)C2=O)cc1 (centres undefined)	-1%	27%	6	3%	-9%	-1%	-1%[46.1 µM]	11%	-6%	3%
CCOC(=O)c1cc(NC(=O)C2C3CCC(O3)C2C(=O)O)cc(C(=O)OCC)c1 (centres undefined)	4%	-16%	7	3%	0%	6%	·	13%	·	-11%
Cc1ccc2oc(C(=O)Nc3ccc(S(=O)(=O)Nc4onc(C)c4C)cc3)cc(=O)c2c1	-1%	11%	7	-4%	?	7%	-1%	·	-3%	3%
CC(C)CN1CCN(Cc2c[nH]c3ccccc23)CC1CCO (centres undefined)	12%	-45%[inhibitor]	1	-1%	-5%	4%	2%	-3%	1%	17%
